RECQ1 helicase = RECQ1 (human) helicase inhibition. RECQ1 DNA unwinding, red fluorescence kinetic read. AID 2549. Potency, µM (highest dose often 57.3 µM), for the others: at the top dose activity, negative = inhibition, usual class: inhibitors. P46063. 240,000 compounds, 0.54% hits;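 note: plate controls were vehicle for no effect and no enzyme for full effect; nearly all actives have a fitted effect of over 30% in size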
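RECQ1T1 50 nM; forked duplex (20 bp + 30-nt ss tails) 200 nM, ATP 2 mM final; pH 8.0, 2 mM MgCl2, 2.5 ug/ml poly(dI-dC); 15 min compound preincubation; discontinuous kinetic read over 2 h at RT.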
TRb SRC2 PPI = inhibitors of human thyroid hormone receptor beta-SRC2 interaction. TRbeta-SRC2 peptide binding, fluorescence polarization; receptor liganded with 1 µM T3. Potency, µM (top dose mostly 106 µM), for the others: at the top dose activity change, negative = inhibition, actives largely listed as inhibitors. 280,000 compounds, 0.065% hits. AID 1469;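 note: plate controls were bound peptide for no effect and peptide without receptor for full effect; nearly all actives have a fitted effect of over 50% in size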
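Assay buffer: 20 mM Tris-HCl, 100 mM NaCl, 10% glycerol, 1 mM EDTA, 0.01% NP-40, 1 mM DTT, 1 uM T3, 5% DMSO; TRb LBD 0.6 uM, Texas Red SRC2 20 nM; FP after 5 hr.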
TexasRed fluor = counter-screen for TRb-SRC2 inhibitors: fluorescence interference; 280,000 compounds, 0.29% hits; TRb/SRC2 Texas Red total fluorescence interference; AID 1479; Potency, µM (titrated, usually from 106 µM), for inactives: at the highest dose fluorescence change, negative = quenching; active = well fitted curve in either direction with a large enough effect; inconclusive = small, poorly fitted or top-dose-only effect
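Human TRb ligand-binding domain at 0.6 uM with 20 nM Texas Red SRC2 peptide in Tris buffer containing 1 uM T3 and 5% DMSO, incubated with compound 5 h at ambient temperature. Total fluorescence (555/632 nm) calculated as parallel + 2 × perpendicular.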
* marks the source's active call; other numbers are inactive results; i = inactive; ? = inconclusive; & = joins results of further samples. Unless noted, calls come from the whole dose curve; as a rule, active = well fitted curve in the direction sought with a large enough effect; inconclusive = small, poorly fitted or top-dose-only effect, or another doubt; inactive = no such curve, though single readings can be large; an effect the other way counts as inactive or inconclusive. Unless noted, % is set by controls: 0 for no effect and ±100 for the full control effect; potency is the fitted concentration of half-maximal effect. An excerpt. The share of hits here may be higher or lower than overall.

smiles	TexasRed fluor	TRb SRC2 PPI	RECQ1 helicase
CC[C@H](C)[C@H](NC(=O)[C@H](CCCNC(=N)N)NC(=O)[C@H](CCCNC(=N)N)NC(=O)[C@H](CC(C)C)NC(=O)[C@H](Cc1ccccc1)NC(=O)CNC(=O)CNC(=O)[C@@H](N)Cc1ccc(O)cc1)C(=O)N[C@@H](CCCNC(=N)N)C(=O)N1CCC[C@H]1C(=O)N[C@@H](CCCCN)C(=O)N[C@@H](CC(C)C)C(=O)N[C@@H](CCCCN)C(=O)N[C@@H](Cc1c[nH]c2ccccc12)C(=O)N[C@@H](CC(=O)O)C(=O)N[C@@H](CC(N)=O)C(=O)N[C@@H](CCC(N)=O)C(=O)O	-3.4%	1.2%	-6.9%
CC12CCC=CC1C(c1ccc3ccccc3c1Br)N(Cc1ccccc1)C2=O (stereo unspecified)	-1.4%	7.4%	-1.3%
COc1cccc(CNc2ncnc3ccc(-c4c(C)noc4C)cc23)c1	1.2%	-4.1%	11.5%
CC[C@H](C)[C@H](NC(=O)[C@H](CO)NC(=O)[C@H](CC(N)=O)NC(=O)[C@H](CC(C)C)NC(=O)[C@H](Cc1ccc(O)cc1)NC(=O)[C@H](CCCCN)NC(=O)[C@H](CCCCN)NC(=O)[C@@H](NC(=O)[C@H](C)NC(=O)[C@H](CCSC)NC(=O)[C@H](CCC(N)=O)NC(=O)[C@H](CCCCN)NC(=O)[C@H](CCCNC(=N)N)NC(=O)[C@H](CC(C)C)NC(=O)[C@H](CCCNC(=N)N)NC(=O)[C@@H](NC(=O)[C@H](Cc1ccc(O)cc1)NC(=O)[C@H](CC(N)=O)NC(=O)[C@H](CC(=O)O)NC(=O)[C@@H](NC(=O)[C@H](Cc1ccccc1)NC(=O)[C@@H](NC(=O)[C@H](C)NC(=O)[C@H](CC(=O)O)NC(=O)[C@H](CO)NC(=O)[C@@H](N)Cc1cnc[nH]1)C(C)C)[C@@H](C)O)[C@@H](C)O)C(C)C)C(=O)N[C@@H](CC(C)C)C(=O)N[C@@H](CC(N)=O)C(N)=O	-5.2%	-3.5%	-1.3%
CCC1Cc2cc(O)ccc2C2=C1c1ccc(O)cc1CC2CC (stereo unspecified)	2.1%	2.7%	0.6%
N#Cc1sc(=O)[nH]c1Cl	2.1%	10.2%	19.1%
COc1ccc(-c2nnc3n2N=C(c2c(OC)cccc2OC)CS3)cc1	-0.5%	3.9%	-2.7%
CCCCN(CC)c1nc(C)nc2c1c(C)c(C)n2-c1c(C)cc(C)cc1C	-0.3%	-0.4%	-5.5%
CC(=O)Nc1ccn(C2CC3OCC(NC(=O)C(NC(=O)OC(C)(C)C)C(C)OCc4ccccc4)C3O2)c(=O)n1 (stereo unspecified)	-1.0%	-10.6%	-5.1%
O=C1NC(=O)c2c1c(-c1ccccc1)cc1[nH]c3ccc(O)cc3c21	-25.2%	8.5%	-24.4%
O=C(NCC1CC1)C1(C(F)(F)F)CC(CCCO)CCCO1 (stereo unspecified)	0.8%	9.2%	-0.2%
COc1ccc(-c2nnc3n2N=C(c2c(OC)cccc2OC)CS3)cc1OC	-2.9%	-1.1%	-14.4%
CC(=O)Nc1ccc(SCC(CC(C)C)N2CCN(CCc3ccccc3)CCC2=O)cc1 (stereo unspecified)	-2.0%	6.5%	i
COC(=O)C1CC1[C@H](NC(=O)c1cccnc1)c1ccccc1 (stereo partly specified)	-0.5%	5.1%	9.8%
COc1ccccc1C1=Nn2c(nnc2-c2ccccc2C)SC1	-1.8%&-2.5%	-7.0%&-1.0%	7.8%
CC[C@H](C)[C@H](NC(=O)[C@H](Cc1ccc(O)cc1)NC(=O)[C@@H](NC(=O)[C@@H](N)CCCN=C(N)N)C(C)C)C(=O)N[C@@H](Cc1cnc[nH]1)C(=O)N1CCC[C@H]1C(=O)N[C@@H](Cc1ccccc1)C(=O)O	-4.2%	1.4%	14.7%
COc1ccc(-c2cc(C3C4C=CCCC4(C)C(=O)N3Cc3ccccc3)ccc2F)cc1 (stereo unspecified)	-2.2%	2.9%	i
Cc1noc(C)c1-c1ccc2ncnc(NCc3cccn3C)c2c1	-2.5%	3.7%	i
C[C@@H](O)C(N)C(=O)O (stereo partly specified)	2.3%	-1.1%	-17.5%
CNc1ccc(C(=O)Oc2cc(O/N=[N+](\[O-])N(C)C)c([N+](=O)[O-])cc2[N+](=O)[O-])cc1	-10.8%	-6.2%	7.5%

2 records drawn at random from those above, as already listed:
smiles	TexasRed fluor	TRb SRC2 PPI	RECQ1 helicase
CC(=O)Nc1ccc(SCC(CC(C)C)N2CCN(CCc3ccccc3)CCC2=O)cc1 (stereo unspecified)	-2.0%	6.5%	i
COc1cccc(CNc2ncnc3ccc(-c4c(C)noc4C)cc23)c1	1.2%	-4.1%	11.5%

Other compounds follow:
smiles	TexasRed fluor	TRb SRC2 PPI	RECQ1 helicase
CCOC(=O)C1OC1C(=O)N[C@@H](CC(C)C)C(=O)NCCC(C)C (stereo partly specified)	-2.0%	8.6%	-16.2%
COC(=O)C1=C[C@@H](C(=O)OC)C2C3=C(C(=O)[C@@]2(CC(C)C)NC(=O)c2ccccc2)[C@H](C)n2c(=O)n(C)c(=O)n2[C@@H]3C1 (stereo partly specified)	-1.7%	-7.9%	i
COc1ccc(SCC(CC(C)C)N2CCN(CCc3ccccc3)CCC2=O)cc1 (stereo unspecified)	0.6%	-4.0%	i
CC(C)C[C@H](NC(=O)[C@H](Cc1ccccc1)NC(=O)CNC(=O)[C@H](CCC(=O)O)NC(=O)[C@H](CCCNC(=N)N)NC(=O)[C@H](C)NC(=O)[C@H](C)NC(=O)[C@@H](N)CC(=O)O)C(=O)N[C@@H](CC(=O)O)C(=O)N[C@H](C(=O)N[C@@H](CC(C)C)C(=O)N[C@H](C(=O)N[C@H](C(=O)N[C@@H](CC(C)C)C(=O)N[C@@H](Cc1cnc[nH]1)C(=O)N[C@@H](CCCNC(=N)N)C(=O)N[C@@H](C)C(=O)NCC(=O)N[C@@H](C)C(=O)N[C@@H](CCCNC(=N)N)C(=O)O)C(C)C)C(C)C)[C@@H](C)O	-0.1%	2.2%	-3.9%
CC1CC=CC2C1C(=O)N(Cc1ccccc1)C2c1ccc(Br)cc1F (stereo unspecified)	-1.0%	-5.2%	-6.1%
CCOC(=O)CN(Cc1ccccc1)C(=O)OC(C)(C)C	-0.2%	1.4%	-6.4%
CSCC[C@H](NC(=O)[C@H](CC(C)C)N(C)C(=O)[C@@H]1CCCN1C(=O)[C@H](Cc1ccccc1)NC(=O)[C@H](Cc1ccccc1)NC(=O)CCC(C)N)C(=O)O (stereo partly specified)	-11.5%	7.3%	-12.9%
Cc1ccc(SCC(c2ccccc2)N2CCN(CCc3ccccc3)CCC2=O)cc1 (stereo unspecified)	-1.7%	5.3%	5.8%
NCCCC[C@H](NC(=O)[C@H](CCCN=C(N)N)NC(=O)[C@H](CO)NC(=O)[C@H](CCCN=C(N)N)NC(=O)[C@@H](N)Cc1ccc(O)cc1)C(=O)N[C@@H](Cc1ccc(O)cc1)C(=O)N[C@@H](CO)C(=O)N[C@@H](CO)C(=O)N[C@@H](Cc1c[nH]c2ccccc12)C(=O)N[C@@H](Cc1ccc(O)cc1)C(=O)O	-1.2%	-4.1%	-9.9%
C[C@H](Cc1nc2c(cnn2-c2ccccc2Cl)c(=O)[nH]1)C(F)(F)F	?	-12.3%	-11.3%
CC(C)(C)OC(=O)N1C=CCC1CN1C(=O)COCC1=O (stereo unspecified)	-1.6%	-3.8%	-0.1%
COCCNC(=O)C1(C(F)(F)F)C/C(=C\CCO)CCCO1 (stereo unspecified)	0.2%	5.0%	5.6%
Clc1ccc(Sc2cc(Cl)c(Cl)cc2Cl)cc1	-1.4%	-1.4%	-9.1%
CN1C(=O)C[C@H](C(=O)O)[C@@H]1c1cccnc1	-3.5%	5.5%	-17.2%
CC[C@H](C)[C@H](N)C(=O)N[C@H](C(=O)N[C@@H](CO)C(=O)N[C@@H](C)C(=O)N[C@H](C(=O)N[C@H](C(=O)NCC(=O)N[C@H](C(=O)N[C@@H](CC(C)C)C(=O)O)[C@@H](C)CC)C(C)C)C(C)C)[C@@H](C)CC	-0.5%	-6.0%	-1.7%
CCCC[C@H](NC(=O)[C@H](CC(C)C)NC(=O)CNC(=O)[C@@H](NC(=O)[C@H](Cc1ccccc1)NC(=O)[C@H](CO)NC(=O)[C@@H](N)CC(=O)O)C(C)C)C(N)=O	-2.6%	-5.1%	-11.8%
CC[C@H](C)[C@H](NC(=O)[C@H](Cc1ccc(O)cc1)NC(=O)[C@H](Cc1cnc[nH]1)NC(=O)[C@H](CCCNC(=N)N)NC(=O)[C@H](CC(C)C)NC(=O)[C@H](C)NC(=O)[C@H](CO)NC(=O)[C@H](Cc1ccc(O)cc1)NC(=O)[C@H](Cc1ccc(O)cc1)NC(=O)[C@H](CCCNC(=N)N)NC(=O)[C@H](C)NC(=O)[C@H](CC(C)C)NC(=O)[C@H](CC(=O)O)NC(=O)[C@H](CCC(=O)O)NC(=O)[C@H](C)NC(=O)[C@@H]1CCCN1C(=O)[C@H](C)NC(=O)[C@H](CC(=O)O)NC(=O)[C@H](CCC(=O)O)NC(=O)CNC(=O)[C@@H]1CCCN1C(=O)[C@H](CC(N)=O)NC(=O)[C@H](CC(=O)O)NC(=O)[C@@H]1CCCN1C(=O)[C@H](CCCCN)NC(=O)[C@@H](N)CO)C(=O)N[C@@H](CC(N)=O)C(=O)N[C@@H](CC(C)C)C(=O)N[C@H](C(=O)N[C@H](C(=O)N[C@@H](CCCNC(=N)N)C(=O)N[C@@H](CCC(N)=O)C(=O)N[C@@H](CCCNC(=N)N)C(=O)N[C@@H](Cc1ccc(O)cc1)C(N)=O)[C@@H](C)O)[C@@H](C)CC	-1.0%	8.8%	-0.8%
CS(=O)(=O)c1ccc(CNC(=O)C2(C(F)(F)F)C/C(=C\Cc3ccccc3)CCCO2)cc1 (stereo unspecified)	21.9%	-18.0%	i
COc1ccc(-c2ccc(C3C4C=CCCC4(C)C(=O)N3Cc3ccccc3)c(F)c2)cc1OC (stereo unspecified)	-0.8%	5.2%	-11.0%
CC[Si](CC)(CC)O[C@H]([C@@H](C)COCOC)[C@@H](C)COCc1ccc(OC)cc1	-1.2%	2.0%	i
CC(C)(C)OC(=O)N1C2C=CC1C1=COCCN1C2=O (stereo unspecified)	-1.0%	2.4%	12.8%
O=C(O)CN(CC(=O)O)c1ccccc1OCCOc1ccccc1N(CC(=O)O)CC(=O)O	0.4%	-9.3%	5.1%
OC1OC[C@H](O)[C@H](O)[C@H]1O (stereo partly specified)	5.2%	1.5%	-1.5%
CCC[C@@H]1CCCO[C@@](C(=O)NCc2cc(C)n(C)n2)(C(F)(F)F)C1	-3.0%	-2.3%	0.9%
CC(=O)Nc1ccc(SCCN2CCN(CCc3ccccc3)CCC2=O)cc1	-2.6%	2.1%	9.8%

Entries shown so far with a CF3 group (5):
smiles	TexasRed fluor	TRb SRC2 PPI	RECQ1 helicase
O=C(NCC1CC1)C1(C(F)(F)F)CC(CCCO)CCCO1 (stereo unspecified)	0.8%	9.2%	-0.2%
C[C@H](Cc1nc2c(cnn2-c2ccccc2Cl)c(=O)[nH]1)C(F)(F)F	?	-12.3%	-11.3%
COCCNC(=O)C1(C(F)(F)F)C/C(=C\CCO)CCCO1 (stereo unspecified)	0.2%	5.0%	5.6%
CS(=O)(=O)c1ccc(CNC(=O)C2(C(F)(F)F)C/C(=C\Cc3ccccc3)CCCO2)cc1 (stereo unspecified)	21.9%	-18.0%	i
CCC[C@@H]1CCCO[C@@](C(=O)NCc2cc(C)n(C)n2)(C(F)(F)F)C1	-3.0%	-2.3%	0.9%
